# GLP-1R inv ag = qHTS of GLP-1 Receptor Inverse Agonists (Inhibition Mode) | Glucagon-like peptide 1 receptor (Homo sapiens), P43220 | HEK293 GLP-1R CRE-luciferase, luminescence, 24 h; GLP-1R form is constitutively active | AID 624417, 2012 | Potency, µM (titrated, usually from 38.3 µM), inactives show at the top dose activity change, negative = inhibition, usual class: inhibitors | 410,000 tested, 1.6% active; also: potency is read from the fitted curve at half-maximal effect; % is scaled to controls: 0 for no effect and ±100 for the full control effect; nearly all actives have a fitted effect of over 55% in size
# Target sequence (P43220 whole entry, looked up): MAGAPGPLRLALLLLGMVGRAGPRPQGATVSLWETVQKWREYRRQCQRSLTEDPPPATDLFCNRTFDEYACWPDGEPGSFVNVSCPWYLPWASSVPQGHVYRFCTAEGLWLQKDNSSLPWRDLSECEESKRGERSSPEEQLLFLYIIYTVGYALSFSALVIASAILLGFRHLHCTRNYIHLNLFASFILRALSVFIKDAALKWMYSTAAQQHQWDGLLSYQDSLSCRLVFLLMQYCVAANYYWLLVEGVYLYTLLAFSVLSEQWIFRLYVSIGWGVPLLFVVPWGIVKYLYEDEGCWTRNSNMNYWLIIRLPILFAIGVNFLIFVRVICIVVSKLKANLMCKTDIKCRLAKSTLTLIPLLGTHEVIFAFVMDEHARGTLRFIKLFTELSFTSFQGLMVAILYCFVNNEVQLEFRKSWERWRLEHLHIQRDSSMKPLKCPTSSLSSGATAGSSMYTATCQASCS
#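 Luminescence readout: a drop in cAMP-driven luciferase signal flags inverse agonism at a constitutively active GLP-1R stably expressed in HEK293. Compound exposure lasted 24 hr at 37 deg C, 5% CO2.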
# GLP1R cytotox = qHTS of GLP-1 Receptor Inverse Agonists: Cytotox Screen; 410,000 tested, 0.13% active; HEK293 cAMP-luciferase reporter cells, luminescence, 24 h; AID 624418, 2012; Potency, µM (highest dose often 38.3 µM), for inactives: at the top dose activity change, negative = inhibition, usual class: inhibitors;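 also: loss of luciferase light is scored as toxicity; potency is read from the fitted curve at half-maximal effect; % is scaled to controls: 0 for no effect and ±100 for the full control effect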
#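 To flag toxic compounds, the library was rerun on cells for 24 hr at 37 deg C and 5% CO2. Viability-linked luminescence was captured 12 min after adding luciferase detection reagent.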
# PLK1 PBD inh = qHTS for Inhibitors of PLK1-PDB (polo-like kinase 1 - polo-box domain): Primary Screen; Serine/threonine-protein kinase PLK1 (Homo sapiens), P53350; Plk1 PBD binding of FITC phosphopeptide, fluorescence polarization; Potency, µM, without a hit: max response, negative = inhibition, usual class: inhibitors; 360,000 tested, 2.8% active; AID 720504, 2013; also: potency is read from the fitted curve at half-maximal effect; series mostly up to about 57 µM; % is scaled to controls: 0 for no effect and ±100 for the full control effect; nearly all actives have a fitted effect of over 65% in size
# GLP1R ag = qHTS of GLP-1 Receptor Agonists; 380,000 tested, 0.007% active; Potency, µM (series often up to 45.6 µM), for inactives: at the top dose activation, actives largely listed as activators; Glucagon-like peptide 1 receptor (Homo sapiens), P43220; AID 624172, 2012; HEK293 GLP-1R CRE-luciferase, luminescence, 4-6 h; cells express a hypersensitive GLP-1R form; also: potency is read from the fitted curve at half-maximal effect; % of control where 0% means no effect
# PTHR1 ag = qHTS for PTHR1 Agonists: Primary Screen. Potency, µM (titrated, usually from 115 µM), inactives show at the top dose activation, most hits filed as activators. HEK293 GP2 PTHR1 cells, GloSensor cAMP luminescence, 1 h. 410,000 tested, 0.075% active; also: potency is read from the fitted curve at half-maximal effect; nearly all actives have a fitted effect of over 55% in size; some results filed as inactive show a strong effect at the top dose; inactives centre near -15; many of its hits are not listed in these tables
# Target sequence (Q03431 whole entry, looked up): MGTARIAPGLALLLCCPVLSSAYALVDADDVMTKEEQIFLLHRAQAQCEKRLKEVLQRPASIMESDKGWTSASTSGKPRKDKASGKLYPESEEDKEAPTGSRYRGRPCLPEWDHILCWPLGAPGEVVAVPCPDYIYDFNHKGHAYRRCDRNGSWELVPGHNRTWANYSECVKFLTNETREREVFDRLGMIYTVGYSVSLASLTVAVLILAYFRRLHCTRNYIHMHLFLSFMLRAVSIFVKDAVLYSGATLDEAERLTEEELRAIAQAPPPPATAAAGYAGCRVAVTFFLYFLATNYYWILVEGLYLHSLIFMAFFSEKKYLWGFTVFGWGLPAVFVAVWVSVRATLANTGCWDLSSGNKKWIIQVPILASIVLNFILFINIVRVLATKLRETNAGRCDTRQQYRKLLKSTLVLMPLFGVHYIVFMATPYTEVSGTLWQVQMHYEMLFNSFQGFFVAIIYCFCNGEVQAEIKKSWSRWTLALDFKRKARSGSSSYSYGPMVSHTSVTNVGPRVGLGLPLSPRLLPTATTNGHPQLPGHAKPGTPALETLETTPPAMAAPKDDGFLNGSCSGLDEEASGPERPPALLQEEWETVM
#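 HEK-293-derived GP2 cells expressing PTHR1 and a GloSensor cAMP reporter, 3,000/well, plated overnight, given luciferin plus IBMX (each 0.5 mM as added) for 1 h at 37 °C, then compound for 1 h at 37 °C. Luminescence was read after 15 min at room temperature.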
# PI5P4K alpha inh = qHTS for Inhibitors of phosphatidylinositol 5-phosphate 4-kinase (PI5P4K). max response, %. AID 652105, 2013. 330,000 tested, 1.2% active. PI5P4Kalpha enzyme, ADP-Glo luminescence, 60 min; stronger effect = lower value; active = max response of -50% or lower; inconclusive = between -30% and -50%; inactive = -30% or higher; also: value at the top dose of about 77 µM; % is scaled to controls: 0 for no effect and ±100 for the full control effect
#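 PI5P4Kalpha ADP-Glo assay; 5 microM ATP final; 60 min RT reaction; HEPES pH 7.4/EGTA/CHAPS, 5% DMSO; controls lacking substrate or enzyme; luminescent end-point.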
# IL-2 act = qHTS of IL-2 Activators; IL-2 activation reporter assay, cell-based qHTS; stimulated with anti-CD3/CD4/CD28 beads; in transgenic mouse T cells; activation, % (series mostly up to about 46 µM); 360,000 tested, 0.065% active; in the data active = activation above about 50%; inconclusive = mostly about 30% to 49%; also: 0% is about no effect
#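 Readout is EGFP and DsRed signal by fluorescent plate cytometry after 18 h at 37 degrees C. Transgenic mouse T cells (750/well) received compound for 60 min before bead stimulation (anti-CD3, anti-CD4, anti-CD28); memory T cells served as non-tolerant control.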
# EPAC1 ag = qHTS for Agonist of cAMP-regulated guanine nucleotide exchange factor 3 (EPAC1): primary screen; EPAC1 agonist qHTS, biochemical assay; response scale: 100% = response to 6.5 mM cAMP; 360,000 tested, 0.073% active; Potency, µM (titrated, usually from 154 µM), for the others: at the highest dose activation, most hits filed as activators; also: potency is read from the fitted curve at half-maximal effect; nearly all actives have a fitted effect of over 60% in size
#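 Nucleotide exchange assay: 100 nM EPAC1 with 250 nM Rap1B loaded with BODIPY-GDP and 50 uM GDP, room temperature. Fluorescence (480/540 nm) read every 5 min for 30 min; signal change normalized to 6.5 mM cAMP as full agonist.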
# EPAC1 antag = qHTS for Antagonist of cAMP-regulated guanine nucleotide exchange factor 3 (EPAC1): primary screen. Rap guanine nucleotide exchange factor 3 (Homo sapiens), O95398. EPAC1 GEF assay, Rap1b-BODIPY-GDP exchange fluorescence. Potency, µM (highest dose often 115 µM), for inactives: at the highest dose activity change, negative = inhibition, most hits filed as inhibitors. 360,000 tested, 0.14% active;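 also: potency is read from the fitted curve at half-maximal effect; plate controls were vehicle for no effect and positive control for full effect; nearly all actives have a fitted effect of over 50% in size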
# An asterisk follows results filed as active; i = inactive; ? = inconclusive; nt = no result given; [ ] = another dose, or the depositor's remark. Unless noted, calls follow the shape of the dose curve; as a rule, active = well fitted curve in the direction sought with a large enough effect; inconclusive = small, poorly fitted or top-dose-only effect, or another doubt; inactive = no such curve, though single readings can be large; an effect the other way counts as inactive or inconclusive. Only part of the results is shown, so the mix of outcomes need not match the whole.
Compound	GLP-1R inv ag	GLP1R cytotox	PLK1 PBD inh	GLP1R ag	PTHR1 ag	PI5P4K alpha inh	IL-2 act	EPAC1 ag	EPAC1 antag
Cc1nc2cc(C(=O)N3c4ccccc4CC3C)ccc2s1 (stereo not drawn)	?	?	1%	8%	-6%	3	-3.6	-3%	-1%
CCC(C)(C)n1nnnc1C(c1ccc(C)cc1)N(Cc1ccco1)Cc1cccs1 (stereo not drawn)	?	88%[activator]	-6%	-4%	i	-1	-4.1	6%	-8%
CC(C)(C)c1ccc(-n2ncc3c2CCCC3NC(=O)CCN2CCCCC2=O)cc1 (stereo not drawn)	?	-10%	-3%	10%	-41%	3	-0.8	15%	1%
CN1N=C(C(=O)N2CCCC(N3CCN(c4ccc(F)cc4)CC3)C2)CCC1=O (stereo not drawn)	3%	-6%	4%	-4%	i	-6	0.7	6%	4%
O=C(NCCc1ccccc1)c1cccc(NC(=O)c2ccccc2)c1	-20%	-15%	-2%	27%	-2%	-2	2.4	-4%	?
Cc1cc(C)nc(NC(=O)c2ccc(Cl)c(Cl)c2)n1	-17%	1%	1%	17%	i	-8	0.3	18%	-12%
CC1=C(C(=O)N(C(C)C)C(C)C)CC(CC(=O)NCc2cccc3ccccc23)C(=O)N1CCC1=CCCCC1 (stereo not drawn)	?	?	3%	-6%	i	5	-0.9	-11%	-21%
CC(C)OC(=O)CSc1nnc(Cc2ccccc2)n1C	2%	4%	-8%	1%	?	nt	1.7	3%	-19%
O=C(CN1C(=O)c2ccccc2S1(=O)=O)NC1CCCC1	-1%	6%	-11%	0%	-64%[inhibitor][57.5 µM]	nt	-1.9	8%	-6%
COc1ccc(-c2coc3cc(O)ccc3c2=O)cc1	-2%	-2%	2%	-5%	-85%[inhibitor]	-2	0.4	3%	4%
CC(C)c1ccc(NC(=S)NN2CCN(C)CC2)cc1	-27%	-4%	5%	-1%	-28%	6	-0.7	-9%	-4%
CCc1cccc(CC)c1N(COC)C(=O)Cn1c(CO)nc2ccccc21	0%	-10%	-2%	-1%	i	-3	0.6	0%	0%
COc1ccc(C(=O)n2nnc3ccccc32)cc1OC	15%	12%	9.5µM*	-2%	i	-12	0.1	4%	1%
COc1ccccc1-c1nnc(NC(=O)c2ccccc2F)o1	-2%	2%	0%	-3%	11%	6	-2.6	-4%	-8%
Cc1ccc(NC(=O)C(C)N=C2NS(=O)(=O)c3ccccc32)cc1 (stereo not drawn)	2%[0.307 µM]	-4%[0.307 µM]	-12%	-3%	-22%	3	0.2	6%	3%
O=C(NCc1ccc(F)cc1)C1CCCN1C(=O)Nc1ccccc1 (stereo not drawn)	12%	-4%	-11%	-2%	?	-4	1.9	2%	-19%
Cc1cccc(C(=O)NCCN2CCCC2)c1	7%	-7%	-5%	-12%	-9%[57.5 µM]	-2	-2.7	-3%	-10%
C[C@@H]1CCCCO[C@@H](CN(C)Cc2ccc3c(c2)OCO3)[C@@H](C)CN([C@H](C)CO)C(=O)c2cc(NS(=O)(=O)c3ccccc3)ccc2O1	?	5%	-18%	10%	-17%	3	-4.4	-8%	-15%
O=C(NCc1ccccn1)C(=O)NCC(c1ccco1)N1CCN(c2ccc(F)cc2)CC1 (stereo not drawn)	-14%	1%	0%	4%	-17%	2	-0.2	7%	-22%
COc1ccc(OCC(O)Cn2c(Br)nc3c2c(=O)[nH]c(=O)n3C)cc1 (stereo not drawn)	?	-26%	-10%	19%	-9%[57.5 µM]	-17	0.2	2%	-9%

# An excerpt from above in order of SMILES length, low to high:
Compound	GLP-1R inv ag	GLP1R cytotox	PLK1 PBD inh	GLP1R ag	PTHR1 ag	PI5P4K alpha inh	IL-2 act	EPAC1 ag	EPAC1 antag
COc1ccc(-c2coc3cc(O)ccc3c2=O)cc1	-2%	-2%	2%	-5%	-85%[inhibitor]	-2	0.4	3%	4%
Cc1nc2cc(C(=O)N3c4ccccc4CC3C)ccc2s1 (stereo not drawn)	?	?	1%	8%	-6%	3	-3.6	-3%	-1%
Cc1cc(C)nc(NC(=O)c2ccc(Cl)c(Cl)c2)n1	-17%	1%	1%	17%	i	-8	0.3	18%	-12%
O=C(NCc1ccc(F)cc1)C1CCCN1C(=O)Nc1ccccc1 (stereo not drawn)	12%	-4%	-11%	-2%	?	-4	1.9	2%	-19%
O=C(NCCc1ccccc1)c1cccc(NC(=O)c2ccccc2)c1	-20%	-15%	-2%	27%	-2%	-2	2.4	-4%	?
CCc1cccc(CC)c1N(COC)C(=O)Cn1c(CO)nc2ccccc21	0%	-10%	-2%	-1%	i	-3	0.6	0%	0%
CCC(C)(C)n1nnnc1C(c1ccc(C)cc1)N(Cc1ccco1)Cc1cccs1 (stereo not drawn)	?	88%[activator]	-6%	-4%	i	-1	-4.1	6%	-8%
O=C(NCc1ccccn1)C(=O)NCC(c1ccco1)N1CCN(c2ccc(F)cc2)CC1 (stereo not drawn)	-14%	1%	0%	4%	-17%	2	-0.2	7%	-22%
CC1=C(C(=O)N(C(C)C)C(C)C)CC(CC(=O)NCc2cccc3ccccc23)C(=O)N1CCC1=CCCCC1 (stereo not drawn)	?	?	3%	-6%	i	5	-0.9	-11%	-21%
C[C@@H]1CCCCO[C@@H](CN(C)Cc2ccc3c(c2)OCO3)[C@@H](C)CN([C@H](C)CO)C(=O)c2cc(NS(=O)(=O)c3ccccc3)ccc2O1	?	5%	-18%	10%	-17%	3	-4.4	-8%	-15%

# (list continues)
Compound	GLP-1R inv ag	GLP1R cytotox	PLK1 PBD inh	GLP1R ag	PTHR1 ag	PI5P4K alpha inh	IL-2 act	EPAC1 ag	EPAC1 antag
CC(=O)c1ccc(N2CCN(C(=O)CN(C)S(=O)(=O)c3cnc[nH]3)CC2)cc1	-6%	-14%	0%	-2%	i	1	-2.4	7%	3%
COc1cc2c(cc1OC)C(c1ccccc1F)OC(=O)C2 (stereo not drawn)	3%	-9%	-9%	4%	i	2	-2.3	0%	-2%
COc1cccc(C2C(C(C)=O)=C(O)C(=O)N2CCc2c[nH]c3ccccc23)c1 (stereo not drawn)	-23%	5%	-9%	-3%	i	2	0.9	2%	0%
CCCN(CC(=O)Nc1ccc(F)c(F)c1F)CC(=O)Nc1c(C)n(C)n(-c2ccccc2)c1=O	1%	-5%	4%	0%	i	3	1.9	2%	8%
O=C(CSc1ccc(-c2ccco2)nn1)N1CCCC1	-8%	0%	-5%	9%	-6%	-4	-1.3	6%	-15%
COC(=O)c1ccc(N2NC(=O)/C(=C/c3ccc(-c4ccc(Cl)c(C(=O)O)c4)o3)C2=O)cc1	-32%	13%	17µM*	-2%	i	?	-0.1	11%	?
COc1ccc(C(CNC(=O)Cc2ccccc2F)N2CCCCC2)cc1 (stereo not drawn)	14%	5%	-3%	6%	i	-10	-0.7	-3%	11%
Cc1cc(C)c(C)c(S(=O)(=O)ON2C(=O)c3ccccc3C2=O)c1C	-23%	3%	6.7µM*	9%	-17%	-13	-0.3	0%	-14%
CCCCC(CCC(=O)O)(C(=O)OCC)c1csc(Nc2ccc(C)cc2)n1 (stereo not drawn)	-15%[7.66 µM]	-2%[7.66 µM]	-21%	1%	i	11	0.1	-12%	-19%
C#Cc1ccc(NC(=O)C2(C)CCN2C(=O)CC(c2ccccc2)c2ccccc2)cc1 (stereo not drawn)	?	1%	-8%	-7%	-38%[inhibitor]	21	-0.6	9%	-8%
CSc1nc2ccc(NC(=O)c3ccc(Cl)s3)cc2s1	17%	4%	5%	2%	-78%[inhibitor]	-1	-2.1	9%	4%
CCOC(=O)c1cc2c(=O)n3cccc(C)c3nc2n(CCOC)c1=NC(C)=O	21%	81%[activator]	-12%	5%	-4%	4	-3.5	2%	-22%
COCCCNc1nc2c(c(=O)n(Cc3ccccc3)c(=O)n2C)n1C	-1%	-14%	nt	1%	-4%	nt	nt	nt	nt
C=CC(=O)N1c2ccccc2Sc2ccc(NC(=O)OCC)cc21	15%	6%	-26%	-29%	-11%[57.5 µM]	2	0.3	12%	-28%
CCCCn1nc(C(=O)NCC(=O)Nc2c(C)cccc2C)c2ccccc2c1=O	?	-27%	1%	24%	-18%	1	-2.9	6%	-2%
O=C(N/N=C/c1cccc2ccccc12)c1ccncc1	17%	-15%	4%	-6%	i	-9	-4.7	0%	-12%
NS(=O)(=O)c1cc(C(=O)NC2CCSc3ccccc32)ccc1Cl (stereo not drawn)	10%	-18%	6.7µM*	5%	i	-84*	-2.4	-11%	28µM*
Cc1cc(NC(=O)C(C)C)ncc1NC(=O)c1ccccn1	10%	2%	27µM*	4%	-2%	-4	-1.8	0%	8%
CCCCCCCSc1nc(N)cc(=O)[nH]1	36%	7%[1.53 µM]	-2%	7%	-20%	-4	0.1	-2%	6%
CCOC(=O)CN1N=C(/C=C/c2ccc(C)cc2)CCC1=O	0%	0%	0%	10%	-1%	-6	-2.1	-10%	3%
CCCCSc1nnc(CCC)n1N	39%[activator]	9%	0%	-9%	i	0	-3.2	4%	-2%

# Assay outcomes deposited in PubChem by National Center for Advancing Translational Sciences (NCATS).
